Compound activity deposited in PubChem BioAssay by Broad Institute.
RAD54 branch – inhibitors of human RAD54 branch migration, primary screen, biochemical, fluorescence, single point; DNA repair and recombination protein RAD54-like (Homo sapiens), Q92698; RAD54 Holliday junction branch migration, FAM/BHQ fluorescence; inhibition, % at 10.4 µM; hit rate 0.14% among 360,000;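 active = mean normalized replicate activity at least 40 and at least half of replicates scoring 40 or more; inconclusive = only one of the two criteria met; inactive = mean below 40 and under half of replicates reaching 40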;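 also: 0% = median of neutral control wells and 100% = median of positive control wells; inhibitors cause a drop in the FAM fluorescence signal; in these data hits start at about 50%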
Target sequence (Q92698 whole entry, looked up): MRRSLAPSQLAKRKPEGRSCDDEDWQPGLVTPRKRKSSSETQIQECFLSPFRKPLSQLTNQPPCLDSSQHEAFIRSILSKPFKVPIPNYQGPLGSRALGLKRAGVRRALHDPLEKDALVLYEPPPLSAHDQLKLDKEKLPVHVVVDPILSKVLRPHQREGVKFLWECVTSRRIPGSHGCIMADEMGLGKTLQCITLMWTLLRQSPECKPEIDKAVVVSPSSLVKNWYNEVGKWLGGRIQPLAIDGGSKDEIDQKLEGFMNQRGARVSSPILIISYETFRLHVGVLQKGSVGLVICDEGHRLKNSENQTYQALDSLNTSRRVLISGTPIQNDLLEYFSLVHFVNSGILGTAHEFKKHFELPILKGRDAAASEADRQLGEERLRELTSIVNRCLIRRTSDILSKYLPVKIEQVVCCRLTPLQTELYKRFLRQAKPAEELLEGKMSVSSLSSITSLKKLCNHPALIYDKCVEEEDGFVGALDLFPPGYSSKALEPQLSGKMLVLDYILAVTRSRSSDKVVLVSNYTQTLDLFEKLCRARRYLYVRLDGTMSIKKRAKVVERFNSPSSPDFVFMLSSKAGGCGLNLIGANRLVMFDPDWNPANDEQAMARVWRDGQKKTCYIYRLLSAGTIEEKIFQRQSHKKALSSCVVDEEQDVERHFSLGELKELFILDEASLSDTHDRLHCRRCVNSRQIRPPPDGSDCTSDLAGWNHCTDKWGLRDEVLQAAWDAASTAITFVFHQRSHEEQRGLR
CASP6 VEID inh – human caspase-6 inhibitors, primary screen, biochemical, VEID-R110 fluorescence, single point, set 2; P55212; purified caspase-6, Z-VEID-R110 cleavage fluorescence; inhibition, % at 12.5 µM; hit rate 0.53% among 350,000;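 active = mean inhibition across replicates at least about 35%, with every replicate also reaching that limit, limit read from the data; inconclusive = only one of the two criteria met; inactive = neither criterion met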;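 also: 0% = median of neutral control wells and 100% = no fluorescence left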
Target sequence (P55212 24-179 limits assumed): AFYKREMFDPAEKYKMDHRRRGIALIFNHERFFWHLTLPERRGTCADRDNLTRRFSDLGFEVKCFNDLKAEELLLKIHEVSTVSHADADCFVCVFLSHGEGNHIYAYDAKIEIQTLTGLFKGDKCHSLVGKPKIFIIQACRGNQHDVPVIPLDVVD
Target sequence (P55212 194-293 limits assumed): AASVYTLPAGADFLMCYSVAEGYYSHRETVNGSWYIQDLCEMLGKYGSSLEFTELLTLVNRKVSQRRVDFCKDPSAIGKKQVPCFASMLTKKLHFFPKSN
RAD52 anneal inh – RAD52 DNA annealing inhibitors, primary screen, biochemical, FRET, single point, set 2; DNA repair protein RAD52 homolog (Homo sapiens), P43351; inhibition, % at 18.7 µM; recombinant RAD52 DNA annealing, FRET fluorescence; AID 651710, 2012; hit rate 0.46% among 360,000;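 active = every replicate showing at least 50% inhibition; inconclusive = mean inhibition at least 50% but not in every replicate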
INS-1E GSIS act – GLuc luminescence reporter in INS-1E cells, primary screen for activators of glucose-dependent secretion of insulin; activation, % at 16.6 µM; hit rate 0.61% among 370,000; AID 743287, 2014; INS-1E GLuc reporter insulin secretion, 2-3 h;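 active = lowest replicate activation of at least 40%, so every replicate reaches that level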;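 also: 0% = median of neutral control wells and 100% = median of IBMX positive control wells; some compounds called inactive have numbers as strong as hits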
E-sel inducer – E-selectin induction in HUVECs, primary screen, imaging, HUVEC, immunofluorescence imaging, single point | hit rate 0.37% among 260,000 | normalized: neutral wells 0, TNF-alpha wells 100 | activation, % at 7.58 µM | P16581 | AID 686992, 2013;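 active = mean E-selectin-positive cell signal at least 10% of the positive control, reached in at least 60% of replicates, without over 20% cell loss; inconclusive = no rule given, readout overlaps actives, possibly toxicity-flagged; inactive = the rest, including those meeting only one limit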;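 also: in these data hits start at about 27%; measured in HUVEC primary endothelial cells; signal is the percent of cells scored E-selectin positive by PE staining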
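Test system – human umbilical vein endothelial cells (HUVEC), E-selectin induction · Input – 3,000 HUVEC seeded per well · Buffer or medium – EGM-2, gelatin · Compound dosing – single-point compound dose · Detection – immunofluorescence imaging · Measure – percent E-selectin-positive cells · Controls – TNF-alpha high, DMSO low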
DENV2 CPE rescue – inhibitors of DENV2 cytopathic effect, primary screen, cell-based, plate reader, single concentration | AID 651640, 2012 | hit rate 1.7% among 350,000 | CPE inhibition, % at 9.99 µM | DENV2-infected cells, cytopathic effect rescue; in the data active = CPE inhibition above about 20%, passing the limit was not always enough; inconclusive = no clear call, values can overlap the other calls; tested in BHK-21 cells;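 also: 0% = median of neutral control wells and 100% = median of positive control wells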
Xi reactivation – activators of inactive X chromosome reactivation, primary screen, imaging, XiGFP fibroblasts, GFP high-content imaging, set 2; XiGFP mouse fibroblasts, % GFP-positive cells imaging, 3 d; cells co-treated with 5-aza-dC sensitizer; scaled so ellipticine positive control = 100%; activation, % at 7.58 µM; hit rate 0.055% among 360,000;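 active = mean normalized replicate activation at least 10% and every replicate at or above 10%; inconclusive = only one of the two criteria met; inactive = mean below 10% and not all replicates reach 10%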;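 also: 0% = median of on-plate neutral control wells and 100% = ellipticine 6 µM median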
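material = 68-5-11 XiGFP fibroblast line | medium = DMEM plus 5-aza-dC sensitizer | schedule = 3 days compound exposure | benchmarks = positive control ellipticine, 6 µM final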
F508del corr – F508del CFTR correction, initial screen, CFBE line, single point. CFBE cells, YFP halide quenching; stimulated with forskolin plus potentiator P3; % fluorescence drop versus neutral controls. activity (quench increase), % at 7.58 µM. hit rate 0.36% among 350,000. AID 720511, 2013;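 active = mean added fluorescence quench of at least 8% versus neutral control, with both replicates also reaching 8%; inconclusive = only one of the mean or replicate conditions met; inactive = mean below 8% and not both replicates reaching 8%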;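 also: cells transiently co-express mutant CFTR-F508del with the halide-sensitive YFP; corrector assay measuring rescue of mutant channel to the surface after 24 h compound exposure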
* hit, by the source's call; ? = inconclusive; · = no result given; & = joins results of further samples; ! = repeats disagree. Not a hit list. About 3.7% of those tested had a hit in this group.

Molecule	RAD54 branch	CASP6 VEID inh	RAD52 anneal inh	INS-1E GSIS act	E-sel inducer	DENV2 CPE rescue	Xi reactivation	F508del corr
Cc1noc(C)c1S(=O)(=O)N(C)C[C@H]1OCCCC[C@@H](C)Oc2ccc(NC(=O)CCC(F)(F)F)cc2C(=O)N([C@@H](C)CO)C[C@@H]1C	4	·	·	-18	0.1	3	0.2	-3.2
Cc1ccnc2nc(C(=O)OCC(=O)c3ccc(Cl)cc3)nn12	-4	3	8	-1	-0.1	0	0.0	-0.7
CC1CCN(CC(=O)N2CCN(c3ccccc3)CC2)CC1	-11	-3	-5	-10	0.3	17	0.0	3.3
COCC(=O)N1[C@H](CO)[C@H](c2ccccc2-c2ccccc2)[C@@H]1C#N	·	0	-9	11	0.0	45*	0.1	0.9
COc1cccc(OCc2nnc3n2N=C(c2ccccc2)C(CC(=O)O)S3)c1 (stereo not drawn)	-14	0	-16	-1	·	3	0.1	0.3
CCN(CC)C(=O)Cn1cc(C(=O)C(=O)NCc2cccnc2)c2ccccc21	5	-1	-8	5	·	0	0.1	-1.1
CCCNC(=O)[C@@H]1[C@@H](CO)[C@@H]2Cn3c(ccc(-c4cccc(OC)c4)c3=O)[C@@H]2N1C	·	-1	-6	8	0.2	-7	0.1	-2.1
COc1ccc([C@@H]2CC=C(C(=O)O)[C@H](c3ccccc3)N2S(=O)(=O)c2ccccc2C)cc1	-12	2	1	-14	0.2	3	0.1	2.2
COc1cc(NC(=O)C2CCN(S(=O)(=O)c3ccc4c(c3)CC(C)N4C(C)=O)CC2)cc(OC)c1OC (stereo not drawn)	-10	-1	-7	-12	·	-5	0.1	0.8
CCN1CCCC1CNC(=O)C(=O)NC1CC1 (stereo not drawn)	·	0	-6	-3	·	3	0.4	·
O=C(C1CCC1)N1CC[C@@H]2[C@H](CO)Nc3ccc(Br)cc3[C@@H]21	·	-1	-100	4	0.2	12	0.1	4.4
CCOc1cccc(-c2cc(N3CCN(CCO)CC3)n3nccc3n2)c1	11	-10	18	9	2.2	-4	0.4	3.6
COc1cccc(-n2c(SCC(N)=O)nnc2-c2c[nH]c3ccccc23)c1	-8	-1	-2	·	0.3	5	0.7	0.3
CC(=O)c1ccc(S(=O)(=O)N2CCN(CC(=O)Nc3ccccc3C(=O)NC3CC3)CC2)cc1	-7	0	-10	19	-0.3	0	1.0	2.5
Cn1c(-c2ccccc2)cnc1NCc1ccc(-c2ccccc2)cc1	10	-1	-50	-16	-0.7	-12	0.0	3.3
O=C(C[C@@H]1CC[C@H](NC(=O)Cc2ccccn2)[C@@H](CO)O1)NCCc1ccccc1	-6	-11&0	8&-14	0&18	0.1&0.0	?	-0.2&0.1	4.0&1.4
Cc1cc(NC(=O)Cc2ccccc2)c2ccccc2n1	0	0	-2	-26	-1.0	0	0.0	-1.2
CN1C[C@@H]2[C@H](c3ccccc31)[C@@H](CO)N2C(=O)C1CCCCC1	13	0	-3	0	6.3	-2	0.4	-0.1
Cc1ccccc1-c1cnc2c(c1)C(=O)N([C@H](C)CO)C[C@H](C)[C@@H](CN(C)Cc1cccnc1)O2	·	-2	7	4	0.0	-1	1.3	-2.0
O=C(Cc1ccncc1)N[C@@H]1CC[C@@H](CCn2cc(-c3ccccc3F)nn2)O[C@H]1CO	3	3	0	28	-0.2	5	-0.4	2.6
OC[C@H]1[C@@H](c2ccc(-c3ccccc3F)cc2)[C@@H]2CN(Cc3cncnc3)CCCCN12	-2	2	32	-16	-0.3	16	-0.1	5.2
O=C(C1=C[C@H](c2ccc3c(c2)OCO3)C[C@H](OCCCCO)O1)N1CCOCC1	-3	2&-2	-11&1	-39	-0.3	10&0	0.1	1.9&-2.2
Cc1cc(C(=O)CCC(=O)NCc2ccccc2F)c(C)s1	·	-3	-20	10	-1.6	3	0.0	-3.7
CCOC(=O)c1nnn2c1nc(Nc1cccc(C(F)(F)F)c1)c1ccccc12	3	-2	-10	·	·	1	0.9	-2.3
COc1ccc(CNC(=O)C[C@H]2C[C@H](C(=O)N3CCCCC3)[C@@]3(CCc4ccccc4)c4[nH]c5ccc(Cl)cc5c4CCN3C2=O)cc1OC	5	0	-13	-5	-0.2	-3	0.1	0.8
Cc1cccc(C(=O)OCC(=O)c2ccc3c(c2)OCCO3)c1O	-6	1	-6	14	4.7	5	-0.1	2.0
C[C@@H](NC(=O)C[C@@H]1C=C[C@@H](NC(=O)c2cccnc2)[C@@H](CO)O1)c1ccccc1	-3	-9	-16	10	0.3	-7	0.6	-0.5
COC(=O)CSc1nc(N)c(NC(=O)c2ccc(OC)c(OC)c2)c(=O)[nH]1	8	-1	-7	8	-0.2	4	-0.2	3.1
Cc1ccccc1S(=O)(=O)NCC[C@@H]1CC[C@@H](NC(=O)C2CCCCC2)[C@@H](CO)O1	-3	2	-9	3	-0.2	27*	-0.1	3.9
CC(=O)Nc1cccc(-c2cc(NC(C)=O)c3ncc(-c4ccc(F)cc4)n3c2)c1	1	6	-130	-9	0.0	-11	0.0	3.4
O=C(c1cccc(F)c1)N1CC[C@@H]2[C@@H](CO)Nc3ccc(-c4cccc(F)c4)cc3[C@@H]21	0	·	·	-24	-0.3	·	0.2	-1.8
CCCNC(=O)N[C@@H]1C=C[C@H](CC(=O)NC2CCC2)O[C@@H]1CO	1	3	9	10	-0.2	-4	-0.3	-2.4
CC=Cc1ccc2n(c1=O)C[C@H]1[C@H](CO)[C@@H](C(=O)NCC)N(CC3CCOCC3)[C@@H]21 (mixture of isomers)	2	0	-27	3	-0.5	13	0.2	·
CC[C@H](C)[C@@H](C(=O)NCCCCCCCCCCC(=O)N1CCNCC1)n1cc(CCCCN=C(N)N)nn1	10	-18	35	·	·	?	0.1	-0.9
Cc1cc(S(=O)(=O)N2CCN(Cc3ccc4c(c3)OCO4)CC2)cc(C)c1N1CCCC1=O	-2	2	-6	-22	·	-7	0.0	4.2
N#C[C@@H]1[C@@H](c2ccc(-c3cncnc3)cc2)[C@H](CO)N1C(=O)Cc1ccccc1	4	1	-14	21	-0.2	3	-0.1	2.3
CCCNC(=O)Nc1ccc2c(c1)OC[C@@H](C)N(C(C)=O)C[C@H](C)[C@H](OC)CN(C)C2=O	0	6	22	22	-0.1	-9	0.0	2.9
NC(=O)CSc1nnc(-c2ccc(S(=O)(=O)N3CCCC3)cc2)n1Cc1ccco1	·	1	-15	·	·	6	·	1.1
C[C@H](CO)N1C[C@H](C)[C@@H](CN(C)C(=O)Nc2ccc3c(c2)OCO3)Oc2c(NC(=O)C3CCCCC3)cccc2C1=O	4&-5	1&-1	15&-5	13&-10	1.0&-0.1	-6&16	0.1&0.1	0.1&-2.9
Nc1nc(Nc2ccc(Cl)cc2)nc(NCc2ccco2)c1[N+](=O)[O-]	-2	1	-39	-3	-0.2	0	0.3	1.9
CCCS(=O)(=O)NC(=O)C1(C)CCCN(C(=O)Cc2ccc3ccccc3c2)C1 (stereo not drawn)	5	1	-19	-4	0.3	-4	-0.1	-3.2
COc1ccccc1NC(=O)Nc1c(C)nn(C)c1C	·	-2	1	-8	1.8	0	0.0	-2.2
C[C@H]1CCCCO[C@@H](CN(C)Cc2ccc3c(c2)OCO3)[C@@H](C)CN([C@@H](C)CO)C(=O)c2cc(NS(=O)(=O)c3ccc(Cl)cc3)ccc2O1	-1&2	1&1	55*!	-9	·	2&2	0.1	0.4&1.8
COC(=O)c1c(C)[nH]c(C(=O)OC(C)C(=O)NC2CCCCC2C)c1C (stereo not drawn)	-1	-3	-4	9	·	-5	0.0	4.9
Cc1noc(C)c1NC(=O)Nc1cccc2c1O[C@H](CN(C)Cc1ccc(-c3ccccc3)cc1)[C@@H](C)CN([C@@H](C)CO)C2=O	11	-1	-8	-11	0.2	?	0.1	-4.5
CC(C)(C)c1ccc(C(=O)NN2C(=O)CSC2=S)cc1	-8	1	-23	-34	3.1	3	·	-2.2
O=[N+]([O-])c1ccc(-c2csc(COc3ccccc3)n2)cc1	-4	2	-10	3	5.3	6	0.0	2.3
Cc1noc(C)c1NC(=O)Nc1ccc2c(c1)C(=O)N([C@H](C)CO)C[C@H](C)[C@@H](CN(C)C(=O)Nc1c(C)noc1C)O2	-7	-3&-7	-2&-4	2&-4	-0.1&-0.1	0&2	0.1&0.1	-0.9&-3.8
COc1cccc(S(=O)(=O)N(C)C[C@H]2Oc3cc(C4=CCCC4)ccc3S(=O)(=O)N([C@H](C)CO)C[C@H]2C)c1	-6	2	-2	-1	3.4	-5	-0.2	-0.6
CC(C)CN(C(=O)CCCc1nc2ccccc2c(=O)[nH]1)c1c(N)n(Cc2ccccc2)c(=O)[nH]c1=O	14	4	0	5	1.1	-3	0.0	-1.3
CC1(C(=O)NCc2cccnc2)CCN1C(=O)c1cccc(F)c1 (stereo not drawn)	-15	1	1	10	0.2	4	-0.1	-2.9
COc1cc(C(=S)N2CCOCC2)ccc1OC(=O)c1ccc(Br)cc1	-1	4	-4	-37	-0.1	-3	0.0	-2.1
COc1ccc(CCC(C)NCC(C)c2ccccc2)cc1 (stereo not drawn)	10	-2	-1	1	·	10	0.4	2.6
O=C(Cc1cccs1)NCc1ccncc1	4	-2	0	2	·	17	·	-4.4
O=C(CCCN1C(=O)NC2(CCCC2)C1=O)NCc1ccccc1	-7	-1	-19	3	0.5	1	-0.1	-0.9
COc1cccc(S(=O)(=O)N2CCCCN3[C@H](CO)[C@@H](c4ccc(-c5cncnc5)cc4)[C@H]3C2)c1	-14	-2	-16	-2	0.8	1	0.1	-2.1
COc1ccc(-c2cc(-c3ccccc3)nc(NN)n2)cc1OC	18	-2	2	11	0.3	-4	0.2	3.1
C[C@H](CO)N1C[C@H](C)[C@H](CN(C)Cc2ccc(Oc3ccccc3)cc2)Oc2cc(-c3ccncc3)ccc2S1(=O)=O	1	4	-10	-13	0.7	-33	-0.7	4.0
C/C=C/c1ccc([C@@H]2[C@@H](CN(C)C(=O)CC)N(C(=O)C3CC3)[C@H]2CO)cc1	-2	1	-10	-2	-0.7	-5	0.2	-2.1
O=C(C[C@H]1CC[C@H]2[C@@H](COC[C@@H](O)CN2C(=O)Nc2cccc(Cl)c2)O1)NCC1CCCCC1	-3	-2	0	-33	0.0	4	-0.1	0.4
CN1c2ccc(C3=CCCCC3)cc2[C@H]2[C@H](CCN2C(=O)NC2CCCC2)[C@@H]1CO	·	2	-7	·	·	?	·	-0.3
COc1cccc(/C=C/C(=O)Nc2ccc3c(c2)OCCO3)c1OC	·	-2	-10	-15	0.0	4	0.0	-0.9
